Growth percent in the NCI-60 one-dose screen (48 h, 10 µM unless noted): 100 = growth as untreated, 0 = no growth, -100 = all killed.
CAKI-1: CAKI-1 renal cancer | AID 1794772 | actives 4.7% (n = 75,000)
SF-268: SF-268 CNS cancer cells. AID 1794759. actives 3.1% (n = 82,000)
RXF 393: RXF 393 renal cancer cells | actives 6.9% (n = 77,000)
SNB-19: SNB-19 CNS cancer cells. actives 2.5% (n = 81,000). AID 1794751
SNB-75: SNB-75 CNS cancer. actives 5% (n = 79,000)
A498: A498 renal cancer cells; actives 5.4% (n = 76,000); AID 1794774
ACHN: ACHN renal cancer; AID 1794771; actives 4.9% (n = 81,000)
SF-539: SF-539 CNS cancer; actives 6.8% (n = 81,000)
Active calls of the source: *; x = no result given; & = joins results of further samples; ! = repeats disagree. Rule for the calls: active = growth percent below 10; inactive = the rest.

SMILES	CAKI-1	SF-268	RXF 393	SNB-19	SNB-75	A498	ACHN	SF-539
COc1ncnc2c1cnn2C	105.0	101.1	114.1	109.8	112.7	99.7	98.1	96.8
CCCCOc1ccc(/C=N/Nc2cc(C)nc3ccc(Cl)cc23)cc1	35.1	64.9	-84.2*	20.7	17.0	x	-95.5*	-80.5*
COc1cc(CN(C(C)=O)c2ccccc2C(=O)O)ccc1[N+](=O)[O-]	100.2	102.7	94.0	105.9	93.2	129.4	101.3	99.8
COc1nc2cc(OC(C)C)ccc2cc1-c1nc2c(cnn2-c2ccccc2)c(=O)[nH]1	104.0	113.9	128.3	107.2	111.7	69.5	106.3	104.3
N#CCc1ccc(N=Nc2c(N)nc(N)[nH]c2=O)cc1	102.2	108.7	128.0	102.0	90.1	111.3	92.8	92.9
O=C(CCc1nnc(C2CCCN2)o1)c1nc2ncccc2[nH]1 (centres undefined)	87.3	101.3	93.3	110.5	81.7	89.6	101.5	101.3
CCOc1ccccc1/C=N\NC(=O)C1CC1	107.0	105.3	109.1	100.6	97.1	110.9	115.7	99.2
C/C(=C(\c1ccc(OCCN2CCOCC2)cc1)c1ccc(OC(=O)C2CCCCC2)cc1)c1ccc(Cl)cc1	77.9	95.8	94.9	100.3	108.7	92.6	103.6	104.8
CCCCCC(=O)c1ccccc1	98.1	122.0	112.7	105.0	x	97.5	100.3	104.0
C=CCN1C(=O)c2cccc3c(-c4ccc5c(c4)c(-c4nc6ccccc6s4)cn5CC=C)ccc(c23)C1=O	83.2	91.6	107.6	98.4	79.5	99.8	99.4	98.8
COc1ccc(CNc2c3ccccc3nc3ccc(OC)cc23)cc1	19.9	40.2	-2.6*	22.7	27.4	-6.0*	10.2	8.5*
COc1cc(C)ccc1C(=O)c1ccc(C)cc1OC	23.4	43.5	-10.5*	43.4	8.5*	-4.5*	60.8	3.6*
C[C@H](CCC(=O)O)[C@H]1CC[C@@]2(C)[C@@H]3C(=O)C[C@H]4C(C)(C)[C@@H](O)CC[C@]4(C)[C@H]3C(=O)C[C@]12C	103.2	96.8	88.8	92.1	105.2	86.3	107.1	106.2
C1CC[N+]2(CC1)CC[N+]1(CCCCC1)CC2	90.6	118.8	96.6	100.0	86.9	106.2	97.3	99.1
O=S(=O)(NCCNc1nccc(-c2c(-c3ccc(F)cc3)nc3sccn23)n1)c1ccccc1	43.6	54.4	x	70.7	53.6	90.4	33.5	60.8
Cc1[nH]nc(C(N)=O)c1[N+](=O)[O-]	101.8	99.4	86.9	93.2	99.6	78.4	99.3	93.3
COc1cc(/C=N/NC(=O)c2ccc3nc(-c4ccc(Cl)cc4)[nH]c3c2)cc(OC)c1OC	2.9*!	-33.9*!	-84.3*!	-94.1*!	-47.5*!	-31.1*	30.1&67.4	-95.7*!
CCCCCCC1=C(P(=O)(O)O)N[C@H](C(=O)OCC)CS1	88.4	100.0	91.2	87.2	95.9	100.5	97.3	98.6
N#Cc1c(Nc2ccc(N3CCOCC3)cc2)nc(SCC(=O)c2ccc(Br)cc2)nc1-c1ccccc1	99.7	103.0	125.7	116.8	97.7	105.1	108.5	98.7
O=C(O)CCC(NC(=O)c1ccccc1C(=O)O)C(=O)O (centres undefined)	94.3	105.9	94.1	106.5	88.4	95.3	105.0	101.9
Cc1cc2nc3c4ccc(Br)cc4n(CCN(C)C)c3nc2cc1C	0.2*	31.0	16.4	23.5	16.7	x	-7.7*	17.2
O=C(Nc1ccc2c(c1)C(=O)c1ccccc1C2=O)C(=O)Nc1ccc2c(c1)C(=O)c1ccccc1C2=O	92.3	96.2	109.1	99.9	93.7	91.0	89.7	94.7
O=C(C1=CN(Cc2ccccc2)CCS1)N(Cc1ccccc1)c1ccccc1	x	96.8	115.6	98.7	80.2	x	97.3	98.9
Cc1ccc(Nc2nc(-c3ccccn3)cs2)cc1	98.0	94.6	93.8	99.4	106.8	89.8	100.9	98.8
O=c1c2ccccc2oc2ccc(OCCCCCN3CCCCCC3)cc12	x	79.0	58.6	84.0	77.1	82.7	103.4	79.4
SMILES	CAKI-1	SF-268	RXF 393	SNB-19	SNB-75	A498	ACHN	SF-539
Cn1cc(/C=C2\C(=O)N(CCCCn3c4ccccc4c(=O)c4ccccc43)c3ccccc32)c2ccccc21	87.9	89.3	90.5	102.9	95.0	127.4	91.2	96.1
COc1ccc2nc(-c3ccc(OC)c(OC)c3)cc(-c3nnc(SCC(=O)Nc4ccc(C(C)=O)cc4)o3)c2c1	x	103.6	102.1	100.6	91.6	93.6	100.6	96.0
C=C1C(=O)O[C@H]2[C@H]1CC/C(COC(=O)CCC(=O)NCCOCCOCC(=O)Nc1ccc(OC)c(C(N)=O)c1O)=C\CC[C@@]1(C)O[C@@H]21	81.2	95.2	67.9	99.0	95.6	100.8	87.3	88.8
CCOC(=O)c1ccccc1[N+](=O)[O-]	107.3	110.6	115.6	100.4	x	94.7	113.2	116.8
Cc1cc(C(C)(CC(C)C)c2ccc(O)c(C)c2)ccc1O	73.3	104.2	93.0	109.4	75.8	101.0	83.3	96.6
COc1cc(-c2nc(N3CCN(c4ccc(Cl)cc4)CC3)c3ccccc3n2)cc(OC)c1OC	97.1	98.6	100.2	99.9	87.0	101.0	100.3	101.5
Clc1ccc(N/N=C/c2ccccn2)nc1	8.5*	6.6*	16.2	28.2	21.7	-3.6*	5.1*	1.6*
S=c1[nH]ccs1	106.0	91.5	104.6	109.9	107.9	104.3	97.1	102.4
CNC(=O)c1cc(Oc2ccc3nc(NC(=O)c4cc(F)cc(F)c4)sc3c2)ccn1	88.6	84.4	63.9	90.5	69.8	54.7	98.7	83.5
CC(=O)OC1CCC(OC(C)=O)CC1 (centres undefined)	109.5	108.9	130.2	111.0	92.1	116.1	113.3	103.8
O=C(N/N=C/c1c(Cl)cccc1Cl)c1cccnc1Nc1cccc(C(F)(F)F)c1	60.1	39.3	68.1	27.7	63.1	65.6	29.6	34.1
CSc1nc(N)c2c(n1)NC(c1ccc(Cl)cc1)CC(c1ccc3c(c1)OCO3)=N2 (centres undefined)	62.9	79.4	91.1	78.8	67.7	71.6	87.6	108.6
COc1ccc(-c2nnc(CNc3ccc(Cl)cc3)o2)cc1	91.0	93.6	100.2	105.6	92.8	98.5	88.1	104.3
C=CCCCCCCCCCBr	54.7	70.6	108.2	92.0	74.4	58.1	88.0	112.4
O=S(=O)(O)c1cccc(/C(=N\Nc2ccccn2)c2ccccn2)c1	93.5	104.0	104.2	109.3	104.8	122.5	99.8	x
CCOC(=O)C1CCN(S(=O)(=O)c2ccc(Oc3ccc(S(=O)(=O)N4CCC(C(=O)OCC)CC4)cc3)cc2)CC1	86.8	104.8	114.5	96.1	102.2	x	96.5	97.5
Cc1ccc(S(=O)(=O)Oc2ccc3c4c(c(=O)oc3c2)CCCCC4)cc1	59.6	77.2	68.6	86.8	76.2	61.8	78.7	39.8
CC1CN(c2ccc3ncc(-c4nc(NC5CC5)ncc4F)n3c2)CC(C)O1 (centres undefined)	53.7	91.4	57.5	101.3	95.7	53.6	46.1	89.6
COc1ccc(-c2nc(SCCC(C)C)nc(N/N=C(/C)c3ccc(N)cc3)c2C#N)cc1	81.8	92.0	86.2	81.6	81.4	90.9	92.9	87.9
C=CCc1c2c(c(OC)c3ccoc13)C(=O)/C(=C/c1ccc(OC)cc1)O2	86.6	67.5	107.7	84.2	84.4	77.3	67.3	87.9
COc1ccc(CSc2nc3cc(OC)c(OC)cc3c(=O)n2-c2ccc(OC)cc2)cc1	95.1	102.6	110.6	100.1	89.7	87.6	102.4	99.1
CC1OC(Oc2c(-c3ccc(O)c(O)c3)oc3cc(O)cc(O)c3c2=O)C(O)C(O)C1O (centres undefined)	102.5	104.4	110.0	105.0	96.5	99.5	113.5	109.9
COc1cc(/C=C/C(=O)c2cc(-c3cccc(Cl)c3)ccc2O)cc(OC)c1OC	73.5	91.5	108.0	106.4	96.5	87.6	84.6	95.3
CCCCOC(=O)c1cccnc1	64.5	99.7&96.3	91.4&102.0	97.8	76.8&94.1	80.5&118.4	90.9&108.0	86.9&101.8
Cc1sc2nc(N3CCCCC3)[nH]c(=O)c2c1C	x	98.0	100.5	92.4	91.0	95.0	103.3	97.9
SMILES	CAKI-1	SF-268	RXF 393	SNB-19	SNB-75	A498	ACHN	SF-539
CC#CCOCC1CN(C)C(=O)O1 (centres undefined)	105.8	x	101.6	109.1	94.4	95.2	109.5	110.0
CN(C)c1ccc(/C=N/NC(=O)c2ccccc2Nc2ccnc(C(F)(F)F)c2)cc1	109.6	103.7	101.6	99.4	97.4	101.2	98.0	112.5
O=c1oc2c(cnc3ccccc32)cc1-c1cccc([N+](=O)[O-])c1	101.5	102.5	116.6	99.7	110.8	95.3	108.5	96.6
COc1ccc(/C=C/C(=O)c2ccc(NC(=O)CSc3nnc(-c4ccc(Cl)cc4)n3-c3ccccc3)cc2)cc1	x	96.1	104.3	96.2	84.2	84.6	102.8	109.5
CCOC(=O)c1[nH]c(C)c(Cc2c(C)[nH]c(C(=O)OCC)c2C)c1C	86.6	93.9	111.8	x	93.9	97.4	90.4	97.3
N#Cc1c(-c2ccc(Cl)cc2)[nH]c(=S)[nH]c1=O	97.1	100.5	111.7	98.6	85.3	111.1	103.3	102.7
c1cn2cc(-c3ccsc3)nc(-c3ccc4c(c3)ncn4C3CCCCC3)c2n1	105.9	100.8	91.4	99.6	105.7	79.9	94.2	93.7
Cc1cc(Nc2ccc(C(=O)N3CCCC3)cc2)nc(NCCCNc2ccnc3cc(Cl)ccc23)n1	99.1	67.8	101.3	84.1	91.2	95.2	99.0	65.0
O=c1ccnc[nH]1	96.3	98.0	103.2	96.1	94.9	113.3	103.1	96.8
C/C(=N\NC(=O)c1ccccc1O)c1cccc(/C(C)=N/NC(=O)c2ccccc2O)n1	14.5	31.8	93.7	20.0	74.9	71.9	39.7	-24.4*
COc1nc(N(CCO)c2ccccc2)nc(N(CCO)c2ccccc2)n1	91.8	105.6	108.3	100.1	99.9	95.2	100.6	96.6
COc1cccc(-c2nc3sc(-c4c[nH]c5ccccc45)nn3c2C=O)c1	103.8	102.0	107.3	92.9	100.8	82.5	108.0	93.2
COc1cc(-c2nn(-c3ccccc3)cc2-c2ccnc(NCCNS(=O)(=O)c3ccccc3)n2)ccc1Cl	109.5	90.8	102.7	98.8	90.9	x	91.2	94.6
COc1cc([N+](=O)[O-])c2nc(C(=O)O)ccc2c1	127.0	102.8	130.4	100.6	88.5	98.7	107.1	118.5
Cc1ccc(-c2csc(NC(=O)CSc3nc(-c4ccccc4)cc(=O)[nH]3)n2)cc1	90.7	90.2	109.7	87.5	96.1	97.8	91.7	97.7
C=Cn1c(C(=O)c2c[nH]c3ccccc23)n[nH]c1=S	80.8	93.8	105.9	115.4	87.0	97.1	97.6	96.2
CCCCOc1cc(C(=O)O)ccc1[N+](=O)[O-]	93.7	100.5	122.7	106.9	105.0	x	107.7	93.2
CN(C[C@H]1Cc2c(cccc2N2CCN(c3ncccn3)CC2)CN1)[C@H]1CCCc2cccnc21	33.5	60.0	57.6	41.0	x	58.1	35.5	55.5
c1ccc(/C(=N\N=C(/c2ccccc2)c2cccs2)c2cccs2)cc1	89.9	97.0	107.6	x	89.0	101.7	89.8	111.3
NS(=O)(=O)c1ccc(Cl)c(Cl)c1	98.8	105.9	106.0	106.4	97.3	96.8	103.5	102.7
CC(=O)Nc1nc(C)c(C(=O)N/N=C/c2cccs2)s1	110.9	97.0	113.1	96.8	72.0	92.4	95.9	99.3
N#Cc1c(-c2cccc([N+](=O)[O-])c2)cc(-c2ccc(Nc3nc(Nc4ccc(F)cc4)nc(Nc4ccc(F)cc4)n3)cc2)nc1N	112.6	163.8	-10.3*	104.2	101.7	115.1	108.5	126.9
O=C(O)C(/C=C/c1ccccc1)=N\O	114.3	102.8	95.6	98.6	124.1	60.3	102.7	102.5
Cc1ccc(-c2nc(Nc3cccc(S(N)(=O)=O)c3)c3ccccc3n2)cc1	89.7	95.7	91.4	87.2	100.0	113.4	84.4	68.7
N#CC1=C(N)Oc2c(ccc3ccccc23)C1c1ccccc1[N+](=O)[O-] (centres undefined)	77.2	86.1	100.2	98.7	52.2	x	85.2	94.2

From PubChem BioAssay

Compounds were not picked by outcome; any-hit rate near 12%.
